Tb PFK inh: inhibitors of T. brucei phosphofructokinase; Potency, µM (titrated, usually from 57.5 µM), inactives show top-dose activity, negative = inhibition, actives largely listed as inhibitors; O15648; T. brucei PFK, ADP-Glo luminescence; hit rate 0.17% among 330,000;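 note: potency is the fitted concentration of half-maximal effect; 0% = uninhibited 1x PFK enzyme wells and -100% = no-enzyme wells; nearly all actives have a fitted effect of over 60% in size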
Target sequence (O15648 whole entry, looked up): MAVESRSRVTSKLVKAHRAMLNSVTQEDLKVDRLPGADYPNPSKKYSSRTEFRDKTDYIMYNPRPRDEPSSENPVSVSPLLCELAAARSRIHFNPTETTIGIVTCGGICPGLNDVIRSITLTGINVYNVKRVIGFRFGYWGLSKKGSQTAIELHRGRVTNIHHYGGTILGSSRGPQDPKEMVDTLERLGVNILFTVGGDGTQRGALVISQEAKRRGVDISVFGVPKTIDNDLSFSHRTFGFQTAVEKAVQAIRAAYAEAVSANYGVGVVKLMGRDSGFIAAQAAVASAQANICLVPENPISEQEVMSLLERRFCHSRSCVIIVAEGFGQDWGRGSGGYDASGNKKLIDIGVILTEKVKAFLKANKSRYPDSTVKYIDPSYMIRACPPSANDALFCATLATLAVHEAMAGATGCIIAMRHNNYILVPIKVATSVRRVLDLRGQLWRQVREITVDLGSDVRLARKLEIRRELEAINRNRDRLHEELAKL
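Activity is normalized to no-enzyme wells (full inhibition) and 1.25 nM enzyme wells (no inhibition). Reaction: 0.5 mM F6P, 0.1 mM ATP, 45 min RT, ADP-Glo luminescence; concentration-response curves fitted and classed by quality.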
PTAP TSG101 blk: blocks PTAP/TSG101 interaction to inhibit HIV-1 budding. Q99816. Fluorescence polarization, FITC-PTAP peptide / Tsg101 binding. Potency, µM (highest dose often 115 µM), without a hit: top-dose activity change, negative = inhibition, actives largely listed as inhibitors. 340,000 tested, under 10 active; active = well fitted inhibition curve with a large enough effect in the main read-out, with a control signal flat, not every such curve was filed as active; inconclusive = small, poorly fitted or top-dose-only effect, or effect the other way, or a change in a side signal; inactive = no such curve, though single readings can be large or run the other way; note: potency is the fitted concentration of half-maximal effect; % of control where 0% means no effect
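Fluorescence polarization binding of Tsg101 binding domain (10 uM final) to FITC-labeled PTAP peptide (50 nM final) in HEPES pH 7.5 buffer with NaCl, Tween 20, EDTA, TCEP. Compounds added before peptide; binding 20 min at RT.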
Integrin act MD: activators of alpha7 integrin expression for muscular dystrophy; hit rate 0.064% among 350,000; Potency, µM (titrated, usually from 38.3 µM), for inactives: at the highest dose activation, most hits filed as activators; AID 624291; alpha7betagal myoblasts, beta-gal FDG fluorescence, 48 h;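 note: potency is the fitted concentration of half-maximal effect; 100% = response of the positive control SU9516; nearly all actives have a fitted effect of over 60% in size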
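alpha7betagal+/- myoblasts (passage 13, 250/well) treated 48 h at 37C with compounds at 1:260 dilution of DMSO stock. Lysed, then beta-galactosidase activity read as FDG fluorescence (ex 480/em 540) after 30 min, with pre-read for autofluorescence.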
ASM inhibitor: human S-ASM enzyme inhibition; AID 504937; P17405; placental ASM, HMU-PC fluorogenic substrate, 60 min; Potency, µM (top dose mostly 57.5 µM), inactives show at the top dose activity change, negative = inhibition, usual class: inhibitors; hit rate 0.006% among 340,000; note: potency is the fitted concentration of half-maximal effect
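Human placenta-derived ASM enzyme was preincubated with compound for 10 minutes at room temperature, then given fluorogenic substrate HMU-PC0 (9 uM final) for 60 minutes at 37 °C; a pH 10 stop preceded fluorescence reading at Ex 386/Em 447 nm.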
TCR activator: T cell receptor activation. Potency, µM (titrated, usually from 9.22 µM), inactives show at the highest dose activation of IL-2 secretion, most hits filed as activators. primary human leukocytes, anti-CD3, IL-2 HTRF, 48 h. 330,000 tested, under 10 active. AID 504894; note: % of control where 0% means no effect
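Primary human leukocytes receive a-CD3 beads and test compound and are incubated 48 hr. Secreted IL-2 is then assayed by HTRF, measuring 665nm acceptor emission after 320nm excitation of the europium donor.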
Mito fusion act: inhibitors of mitochondrial division or activators of mitochondrial fusion. S. cerevisiae fusion-defective mutant growth rescue, CellTiterGlo 48 h. Potency, µM (titrated, usually from 46.1 µM), without a hit: at the top dose growth rescue (activation), hits mostly activators. hit rate 0.23% among 320,000. AID 485298;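 note: potency is the fitted concentration of half-maximal effect; % of control where 0% means no effect; nearly all actives have a fitted effect of over 45% in size; temperature-sensitive fusion mutants such as fzo1-1 at 37 °C on non-fermentable ethanol glycerol medium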
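S. cerevisiae fusion-defective temperature-sensitive mutants (e.g. fzo1-1, mgm1-5) grown 48 h at 37C in YPEG (ethanol/glycerol non-fermentable) medium with 23 nl compound per well; growth rescue read as CellTiterGlo luminescence.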
TSHR antagonist: antagonists of human thyroid stimulating hormone receptor. P16473. TSHR-expressing cells, TSH-stimulated cAMP HTRF, 2 h; hits give low values. activity change, negative = inhibition, % at 11.5 µM. hit rate 0.2% among 330,000;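 active = activity change below a set negative limit, meaning inhibition stronger than a set level, cut at about -70% in these data; inconclusive = activity change between two set negative limits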; note: % is set by controls: 0 for no effect and ±100 for the full control effect
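Inhibition of cAMP made by TSHR-expressing cells under TSH stimulation (4nM final, EC80; 2 h, 37 deg C) is quantified with a one-step lysis HTRF kit, anti-cAMP cryptate versus cAMP-d2.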
ELG1 repair inh: ELG1-dependent DNA repair inhibition; HEK293T ELG1-luciferase reporter, luminescence, 16 h; DNA damage induced by 5-fluorouridine; Potency, µM (top dose mostly 46.1 µM), for the others: at the highest dose activity change, negative = inhibition, hits mostly inhibitors; hit rate 2.3% among 330,000; note: potency is the fitted concentration of half-maximal effect; % is set by controls: 0 for no effect and ±100 for the full control effect; nearly all actives have a fitted effect of over 55% in size
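Overnight (16 hr) co-exposure of 2,000 cells/well to 5-fluorouridine and compound at 37 °C preceded detection. Luciferase was quantified via ONE-Glo luminescence; loss of signal denotes inhibition.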
BCR signal inh: inhibitors of chronic active B-cell receptor signaling | ABC-DLBCL IkBa-CBG/CBR reporter, luminescence ratio, 4 h | Potency, µM (titrated, usually from 46.1 µM), without a hit: top-dose ratio change, negative = lower green/red ratio, usual class: inhibitors | hit rate 0.05% among 340,000; active = well fitted inhibition curve with a large enough effect in the signal ratio, with a control signal flat, not every such curve was filed as active; inconclusive = small, poorly fitted or top-dose-only effect, or effect the other way, or a change in a side signal; the % refers to the signal ratio;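 note: potency is the fitted concentration of half-maximal effect; plate controls were basal doxycycline-induced cells for no effect and cells given 10 µM MG132 for full effect; MG132 reads +100%, hits lower the ratio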
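Compounds up to 46 uM were incubated four hours with TMD8 cells whose green CBG68 luciferase is fused to IkappaBalpha; red CBR luminescence normalised the signal, and concentration-effect curves were fitted to fusion, red and ratio data.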
AT treatment: potential ataxia-telangiectasia treatment | Potency, µM (top dose mostly 57.5 µM), inactives show top-dose activation, most hits filed as activators | AID 485349 | […] A-T fibroblasts, KAP-1 phosphorylation AlphaLISA; neocarzinostatin DNA damage 30 min before lysis | hit rate 0.19% among 320,000; note: potency is the fitted concentration of half-maximal effect; % of control where 0% means no effect; nearly all actives have a fitted effect of over 45% in size
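hTERT-immortalized A-T patient fibroblasts ([…]), 500 cells/well in OPTI-MEM, 1% FBS, got compounds for 60 min, then NCS for 30 min at 37C. Lysates were then assayed for phospho-KAP-1 by AlphaLISA (anti-pKAP1 donor, anti-KAP1 acceptor beads), 6 hr at 25C.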
Eya2 inh: blocks the phosphatase activity of human Eya2; recombinant Eya2, OMFP fluorescence dephosphorylation (OMFP is methylfluorescein phosphate); AID 488837; O00167; Potency, µM (doses to about 76.9 µM), inactives show at the highest dose activity, negative = inhibition, hits mostly inhibitors; hit rate 0.006% among 330,000; note: potency is the fitted concentration of half-maximal effect; % is set by controls: 0 for no effect and ±100 for the full control effect
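Eya2 protein (added as 0.2 uM solution) was preincubated with compound for 10 min at ambient temperature in 50 mM HEPES pH 7.5, 50 mM NaCl, 5 uM MgCl2, 0.05% BSA, 1 mM DTT. OMFP (added at 50 uM) then reacted 10 min; fluorescence read at 485/525 nm.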
* hit, by the source's call; ? = inconclusive; · = not tested or not shown; [ ] = another dose, or the depositor's remark. Unless noted, calls come from the whole dose curve; as a rule, active = well fitted curve in the direction sought with a large enough effect; inconclusive = small, poorly fitted or top-dose-only effect, or another doubt; inactive = no such curve, though single readings can be large; an effect the other way counts as inactive or inconclusive.

Second line of a record: Tb PFK inh	PTAP TSG101 blk	Integrin act MD	ASM inhibitor	TCR activator	Mito fusion act	TSHR antagonist	ELG1 repair inh	BCR signal inh	AT treatment	Eya2 inh
CCc1nnc(NC(=O)Cc2sc(C)nc2-c2ccc(C)cc2)s1
 : 1%	-1%	-17%	2%	16%	-2%	-2	-12%	0%	30%	1%
CC1=CC2=NC(=O)CC(C)(C(=O)N(CC(=O)NC(C)C)C3CCCC3)N2C=C1 (stereo not given)
 : -3%	·	·	·	·	2%	5	-1%	-4%	-1%	4%
CCOc1ccc(NC(=O)CS(=O)(=O)c2cn(CC)c3ccccc23)cc1
 : 1%	-10%	-2%	0%	-2%	-1%	-4	-12%	-2%	0%	12%
Cc1ccc(-n2c(SCC(=O)NCc3ccco3)nnc2-c2cccnc2)cc1
 : -1%	-5%	-18%	-1%	1%[46.1 µM]	-9%	10	-7%	13%	0%	-5%
COC(=O)c1ccc(NC(=O)N2CCOCC2)cc1
 : 4%	-6%	0%	-1%	1%	3%	-1	8%	-1%	-3%	0%
COC(=O)c1cc(=O)c2ccc(OC)cc2o1
 : -1%	-1%	8%	-2%	0%	2%	10	0%	3%	-8%	-4%
COc1ccc(N/N=C(\C#N)C(N)=O)cc1
 : 0%	0%	10%	-9%	0%[46.1 µM]	-6%	-8	?	-14%	·	0%
Cc1nn(C)cc1CN(C)Cc1c(C(=O)N(C)Cc2ccccc2)nc2ccccn12
 : 5%	-5%	-11%	4%	-2%	-1%	-39	4%	?	-3%	1%
COc1ccccc1N1CCN(/N=C/C=C\c2ccco2)CC1
 : 13%[0.46 µM]	-2%	-21%	-1%	0%	-1%	-4	?	25%	-3%	13%
N/C(=N\OC(=O)c1ccc(Cl)cc1Cl)c1ccccc1
 : 1%	-7%	-9%	-2%	4%	-4%	2	?	?	20%	2%
COc1cc(C)nc(SCC(N)=O)n1
 : 2%	-2%	-4%	2%	-1%	7%	1	9%	5%	-3%	-10%
COc1ccc(N2CCN(C(=O)C(Cc3ccccc3)n3cccc3)CC2)cc1 (stereo not given)
 : 2%	1%	0%	-3%	-6%	6%	-11	-24%	?	3%	-3%
CCCC1Cc2[nH]c(=O)c(C#N)cc2CO1 (stereo not given)
 : 0%	-3%	1%	-2%	2%	-2%	6	0%	0%	2%	9%
Cc1ccc(OCc2ccc(C(=O)N3CCCC3)o2)cc1C
 : -20%	1%	-42%	-2%	-4%	?	41	?	?	-1%	-27%
Cc1onc(-c2ccccc2Cl)c1C(=O)Nc1nc2c(s1)CCCC2
 : 2%	1%	-21%	-3%	-3%	10%	15	?	?	-3%	-14%
CC1=C(C(=O)OCc2ccccc2)C(c2ccc(C#N)cc2)NC(=O)N1CCCC(=O)O (stereo not given)
 : -1%	0%	4%	7%	7%	-4%	-2	0%	3%	1%	9%

As entered above:
Entry of COC(=O)c1ccc(NC(=O)N2CCOCC2)cc1 under PTAP TSG101 blk: -6%
Entry of COc1cc(C)nc(SCC(N)=O)n1 under BCR signal inh: 5%
Entry of Cc1nn(C)cc1CN(C)Cc1c(C(=O)N(C)Cc2ccccc2)nc2ccccn12 under Mito fusion act: -1%
Entry of COC(=O)c1cc(=O)c2ccc(OC)cc2o1 under Mito fusion act: 2%
Entry of CCOc1ccc(NC(=O)CS(=O)(=O)c2cn(CC)c3ccccc23)cc1 under Tb PFK inh: 1%

Reformatted as tab-separated lines: entries from further up
canonical_smiles	Tb PFK inh	PTAP TSG101 blk	Integrin act MD	ASM inhibitor	TCR activator	Mito fusion act	TSHR antagonist	ELG1 repair inh	BCR signal inh	AT treatment	Eya2 inh
Cc1ccc(-n2c(SCC(=O)NCc3ccco3)nnc2-c2cccnc2)cc1	-1%	-5%	-18%	-1%	1%[46.1 µM]	-9%	10	-7%	13%	0%	-5%
COC(=O)c1ccc(NC(=O)N2CCOCC2)cc1	4%	-6%	0%	-1%	1%	3%	-1	8%	-1%	-3%	0%

Compound activity (PubChem BioAssay)
